TLR9-MyD88 block – blocks human TLR9 binding to MyD88 | AID 504734 | inhibition, % at 4.98 µM | CHO BLA complementation TLR9-MyD88, CCF4 FRET ratio | actives 0.21% (n = 340,000) | Q9NR96+Q99836;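 active = inhibition above the mean over all tested compounds plus 3 SD, cut at about 21% in these data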;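 note: 0% = DMSO only wells and 100% = clavulanate BLA inhibitor control wells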
MC4R barr agon – human MC4R agonism via beta-arrestin; U2OS MC4R beta-arrestin complementation, luminescence; percent of melanotan II response, DMSO zero; activation, % at 8.9 µM; AID 540308; actives 0.98% (n = 360,000);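 active = activation above a per-plate cutoff, the mean activation of sample wells on that plate plus 3 SD, cut at about 8% in these data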
MC4R antagonist – human MC4R antagonism in cAMP assay; P32245; MC4R-expressing cells, MTII-stimulated cAMP, LANCE TR-FRET; inhibition, % at 6.5 µM; actives 0.48% (n = 360,000); AID 540295;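 active = inhibition above its plate's cutoff, the mean of tested wells on that plate plus 3 SD, cut at about 29% in these data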;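 note: 0% = Melanotan II alone and 100% = Melanotan II plus saturating MCL0020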
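material = U2OS cells stably expressing human melanocortin 4 receptor (MC4R) | also added = Melanotan II challenge | dosing = single nominal compound dose of 6.5 µM | detection = TR-FRET with Eu-cAMP and labeled anti-cAMP, 671 nm | replication = singlicate | timing = compound 30 min, challenge 1 h, detection 1 h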
ABHD5 PLIN5 PPI – blocks binding of human ABHD5 to perilipin-5. inhibition, % at 4 µM. actives 0.78% (n = 360,000). Split G. princeps luciferase complementation, luminescence, 4 h. Q00G26+Q8WTS1;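 active = inhibition above the mean inhibition across every tested compound plus 3 SD, cut at about 22% in these data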;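 note: 0% = DMSO only wells and the 100% control is not disclosed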
H9c2 protect – myocardial damage modulation in H9c2 cells; H9c2 cardiomyocytes, H2O2 injury protection, ATPLite, 2 h; protection from H2O2 cell death, % at 20 µM; actives 0.63% (n = 360,000); AID 588492;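 active = compounds giving at least 50% protection of heart cells from peroxide-induced death in the single-dose screen, raw or plate-pattern-corrected value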;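 note: 0% = DMSO wells with peroxide and 100% = DMSO wells without peroxide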
m5-HT2A agonist – mouse HTR2A agonism via beta-arrestin recruitment | P35363 | CHO-K1 mHTR2A beta-arrestin complementation, luminescence; percent of 30 µM serotonin response | activation, % at 7.6 µM | actives 0.66% (n = 360,000) | AID 624169;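 active = activation above a run cutoff, the mean activation of all tested compounds plus 3 SD, cut at about 14% in these data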;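 note: 0% = plate median of compound wells and 100% = 30 µM serotonin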
ABCB6 inh 2 – inhibitors of human ABC transporter ABCB6 | Q9NP58 | K562-ABCB6 porphyrin accumulation, flow cytometry, 1 h; stronger effect = lower value | fluorescence ratio to DMSO, % at 10 µM | actives 0.19% (n = 360,000);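 active = fluorescence ratio to DMSO below 75%, the collection mean minus 3 SD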;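 note: signal is porphyrin accumulated inside mitochondria; 100% equals median channel fluorescence of DMSO control wells; lower ratio means ABCB6 inhibition with less porphyrin fluorescence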
N-glyco inh – blocks N-linked glycosylation in D54 reporter cells; D54 ERlucT glycosylation luciferase reporter, 24 h; percent of 100 nM tunicamycin response; reporter increase, % at 12.5 µM; actives 0.23% (n = 360,000); AID 588692;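 active = mean luciferase reporter signal, scaled so untreated is 0 and the glycosylation-blocking control 100, at or above a set limit in every replicate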;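 note: luciferase carries N-glycosylation sites so blocking glycosylation raises the light; 0% = median of neutral control wells and 100% = median of 100 nM tunicamycin wells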
NOD2 RIPK2 PPI – blocks binding of human NOD2 to RIPK2. CHO BLA complementation NOD2-RIPK2, CCF4 ratio. AID 624267. actives 0.38% (n = 360,000). inhibition, % at 4.98 µM. O43353; in the data active = inhibition above about 21%;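 note: 0% = vehicle only and 100% = reference blocker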
SRC2 inh – human SRC2 (NCOA2) inhibition. inhibition, % at 9 µM. actives 0.17% (n = 370,000). HEK293 GAL4-SRC2 luciferase reporter, luminescence. AID 651957;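 active = inhibition above the mean inhibition of all tested compounds plus 3 SD, set per campaign, cut at about 52% in these data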;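 note: 0% = DMSO treated cells and 100% = cells given Gossypol at 36 µM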
Target sequence (Q15596 whole entry, looked up, the tested form may be a part): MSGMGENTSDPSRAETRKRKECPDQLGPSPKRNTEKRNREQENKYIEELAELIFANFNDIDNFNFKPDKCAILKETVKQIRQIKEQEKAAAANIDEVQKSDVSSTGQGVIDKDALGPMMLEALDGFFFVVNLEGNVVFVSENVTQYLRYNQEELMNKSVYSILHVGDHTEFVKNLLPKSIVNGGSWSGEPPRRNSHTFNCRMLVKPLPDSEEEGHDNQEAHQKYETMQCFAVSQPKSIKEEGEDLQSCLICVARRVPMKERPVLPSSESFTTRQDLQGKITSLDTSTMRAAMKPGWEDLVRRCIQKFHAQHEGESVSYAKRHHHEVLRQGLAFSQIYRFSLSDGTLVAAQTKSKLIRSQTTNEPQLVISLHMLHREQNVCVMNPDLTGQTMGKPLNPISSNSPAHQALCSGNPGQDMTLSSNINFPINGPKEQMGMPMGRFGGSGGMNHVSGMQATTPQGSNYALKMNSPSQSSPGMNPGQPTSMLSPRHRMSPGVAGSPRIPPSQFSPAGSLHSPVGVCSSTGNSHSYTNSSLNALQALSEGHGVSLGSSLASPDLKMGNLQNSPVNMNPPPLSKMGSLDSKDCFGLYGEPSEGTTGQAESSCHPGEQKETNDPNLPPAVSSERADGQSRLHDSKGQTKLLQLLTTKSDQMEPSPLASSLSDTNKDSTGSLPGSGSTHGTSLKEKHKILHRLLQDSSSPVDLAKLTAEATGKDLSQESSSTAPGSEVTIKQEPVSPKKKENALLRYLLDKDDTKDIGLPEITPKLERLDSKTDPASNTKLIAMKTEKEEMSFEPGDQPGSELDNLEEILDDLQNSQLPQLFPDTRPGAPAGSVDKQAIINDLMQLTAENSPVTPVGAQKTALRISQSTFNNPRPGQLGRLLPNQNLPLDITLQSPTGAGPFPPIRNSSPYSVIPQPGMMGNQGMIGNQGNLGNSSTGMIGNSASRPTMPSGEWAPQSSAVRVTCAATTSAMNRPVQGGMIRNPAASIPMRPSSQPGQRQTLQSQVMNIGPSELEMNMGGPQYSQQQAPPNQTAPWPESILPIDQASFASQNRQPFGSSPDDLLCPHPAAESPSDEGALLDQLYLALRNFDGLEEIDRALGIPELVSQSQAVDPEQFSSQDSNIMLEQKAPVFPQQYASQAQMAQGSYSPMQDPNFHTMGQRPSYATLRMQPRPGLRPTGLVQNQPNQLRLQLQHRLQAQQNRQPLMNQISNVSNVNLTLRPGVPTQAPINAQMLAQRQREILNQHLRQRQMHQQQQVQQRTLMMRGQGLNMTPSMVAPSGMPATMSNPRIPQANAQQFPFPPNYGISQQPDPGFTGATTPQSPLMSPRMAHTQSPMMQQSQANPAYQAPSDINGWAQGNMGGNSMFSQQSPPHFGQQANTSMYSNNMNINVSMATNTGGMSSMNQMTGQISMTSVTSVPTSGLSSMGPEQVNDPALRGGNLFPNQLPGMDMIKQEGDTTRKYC
An asterisk follows results filed as active; x = not tested or not shown. Some of the compounds tested; rates above refer to the full screens.

SMILES	TLR9-MyD88 block	MC4R barr agon	MC4R antagonist	ABHD5 PLIN5 PPI	H9c2 protect	m5-HT2A agonist	ABCB6 inh 2	N-glyco inh	NOD2 RIPK2 PPI	SRC2 inh
Cc1noc(C)c1S(=O)(=O)N1CCCCC1	-3	2.1	1	-3	6	-5	98	0	-12	2
O=C(Nc1cccnc1)c1cccnc1	-6	-0.6	1	-1	0	-1	101	2	-15	-21
O=C(NNC(=O)C12CC3CC(CC(O)(C3)C1)C2)c1csc(N2CCOCC2)n1	1	-2.4	-5	-12	4	-3	100	2	-5	-19
Cc1cccc(C)c1NC(=O)CNC(=O)c1c(C)nn(C)c1Cl	9	-1.1	18	4	-1	2	102	-2	-8	18
Nc1ncnc(N)c1N=Nc1ccccc1	-11	-0.7	-2	6	3	21*	97	-15	-5	-26
Cc1cccc(NCc2cc(Cl)cc(Cl)c2O)n1	6	2.5	-3	-6	-7	8	97	-1	4	12
CC(=O)Nc1ccc(S(=O)(=O)NCCc2ccc(F)cc2)cc1	-1	-2.7	4	-1	-6	-4	102	2	-9	-2
CCC(C)(C)n1nnnc1C(c1cccs1)N1CCCCC1 (configuration not stated)	7	-1.1	15	-5	1	0	99	-6	8	-9
CSC1=NCCN1C(=O)Cc1ccc(Cl)cc1	-2	-0.1	7	2	3	2	99	-1	-3	-18
O=C(NNC(=O)c1ccccc1F)c1ccco1	-17	-0.5	-1	-6	8	-1	90	1	0	-79
COCC(C)n1c(C)cc(C(=O)Cn2nc(C(=O)O)c3ccccc3c2=O)c1C (configuration not stated)	12	-2.1	-5	-2	-2	-1	103	-2	0	-3
CC(C(=O)Nc1ccc(F)cc1Cl)N1CCN(S(=O)(=O)c2cccs2)CC1 (configuration not stated)	-2	-1.5	9	-8	10	0	98	-3	-7	23
CCNC(=O)COC(=O)CCNC(=O)c1ccc(Cl)cc1	-6	-1.2	-4	-3	2	3	97	1	3	-15
CCN(Cc1ccccc1)C(=O)COC(=O)c1n[nH]c2ccccc12	1	0.5	-5	-1	20	9	97	1	6	-4
CC(C)C[C@H]1CN([C@@H](Cc2ccccc2)CN2CCC[C@@H]2CN2C(=O)C(=O)NC[C@@H]2Cc2ccccc2)C(=O)C(=O)N1CC1CCCCC1	x	x	x	12	-5	0	102	1	6	-17
Cc1ccc(C2CC(=O)c3cnc(NC(=O)c4ccco4)nc3C2)cc1 (configuration not stated)	-5	0.3	-2	6	4	0	100	0	-7	-31
Cc1csc(=O)n1CCC(=O)OCc1nnc(-c2ccccc2Cl)o1	4	-0.9	14	5	5	4	97	2	5	-4
O=C(CSc1ccc2c(c1)OCCO2)N1CCN(c2ccccc2)CC1	6	-2.4	21	-5	0	-3	100	0	-2	11
Cc1onc(-c2c(F)cccc2Cl)c1C(=O)OCC(=O)NCc1ccccc1	-23	2.1	6	-2	-7	-8	95	-1	-8	2
O=C(Nc1ccccc1C(=O)Nc1nnc(C(F)(F)F)s1)c1ccccc1	-7	0.3	1	6	-13	14*	94	-11	-21	19
Fc1c(CSC(=S)N2CCOCC2)cccc1CSC(=S)N1CCOCC1	0	-0.7	8	-1	-10	3	95	-5	-10	-9
CC(C)Cn1c(N)c(C(=O)NCCN2CCOCC2)c2nc3ccccc3nc21	0	-1.1	-2	6	-1	-5	102	7	-1	5
Cc1ccc(S(=O)(=O)N2CCCC2)s1	-6	-2.3	2	-4	-1	-10	94	1	-9	7
CCN1CCN(C(c2cccs2)C(C)NC(=O)C(=O)N2CCCCC2)CC1 (configuration not stated)	-5	-1.7	-2	3	-3	-3	101	2	-7	-67
COc1ccccc1C(=O)Nc1ccc2c(c1)CCCN2C(=O)c1cccs1	-4	-0.5	9	0	13	4	100	-5	-8	2
CCCCC(=O)Nc1sc2c(c1C#N)CC(C)(C)OC2	-9	-0.9	15	0	3	2	101	1	1	-11
O=C1N[C@H](Cc2ccccc2)COC(=O)[C@H](Cc2ccc(F)cc2)CC/C=C/C[C@H]1CC(=O)N(CCO)Cc1ccccc1	-8	-0.8	19	1	29	-4	98	4	5	30
CSc1nc2ccc(NC(=O)c3ccc(=O)[nH]c3)cc2s1	0	-0.4	-1	0	-2	-1	88	2	-22	16
COc1cccc(CN(C)CC(=O)Nc2cccc3ccccc23)c1	-6	-1.3	6	0	-2	3	92	1	0	-9
O=C(CN1CCN(c2ccc(F)cc2)CC1)Nc1ccccc1C(=O)NCCc1ccccc1	3	-0.5	4	-7	11	1	96	-7	-1	-28

Structural class: the compounds so far with an NH in an aromatic ring
SMILES	TLR9-MyD88 block	MC4R barr agon	MC4R antagonist	ABHD5 PLIN5 PPI	H9c2 protect	m5-HT2A agonist	ABCB6 inh 2	N-glyco inh	NOD2 RIPK2 PPI	SRC2 inh
CCN(Cc1ccccc1)C(=O)COC(=O)c1n[nH]c2ccccc12	1	0.5	-5	-1	20	9	97	1	6	-4
CSc1nc2ccc(NC(=O)c3ccc(=O)[nH]c3)cc2s1	0	-0.4	-1	0	-2	-1	88	2	-22	16

New compounds follow
SMILES	TLR9-MyD88 block	MC4R barr agon	MC4R antagonist	ABHD5 PLIN5 PPI	H9c2 protect	m5-HT2A agonist	ABCB6 inh 2	N-glyco inh	NOD2 RIPK2 PPI	SRC2 inh
O=C1c2ccc(Oc3ccc([N+](=O)[O-])cc3)cc2C(=O)N1CCO	10	-2.4	12	7	2	-2	98	3	-6	-4
COc1ccc2c(CN3CCOCC3)cc(=O)oc2c1	x	x	x	2	2	8	101	3	-1	18
Cc1ccc(C)c(NS(=O)(=O)c2cc(C(=O)NCc3ccncc3)ccc2C)c1	15	-1.9	8	8	-4	-4	97	-2	-7	-3
Cc1cc(C(=O)OCC(=O)Nc2cc(S(=O)(=O)N(C)C)ccc2C)c2ccccc2n1	-3	0.3	5	-4	2	-4	107	1	-2	-36
CCOC(=O)Cc1csc(NC(=O)c2sc3nc4ccc(C)cc4cc3c2N)n1	-6	19*	-5	4	22	3	129	-2	-8	-12
CCOc1cccc(C(=O)Nc2ccc3c(c2)OCCO3)c1	7	0.4	-8	7	-15	3	101	-12	-2	-44
Cc1cc(Cl)cc(Cl)c1CNc1c([N+](=O)[O-])c(=O)oc2ccccc12	-6	-0.8	23	3	-11	2	98	-3	0	-2
C[C@H]1CN([C@@H](C)CO)C(=O)CCCn2nncc2CO[C@@H]1CN(C)C(=O)Nc1ccc(N2CCCCC2)cc1	-7	0.5	1	6	-5	12	95	2	-7	-8
O=C1c2ccccc2C(=O)N1OS(=O)(=O)c1ccc(F)cc1	-3	1.0	-2	4	2	-5	102	5	-6	-5
CCC(=O)NC1(C(F)(F)F)C(=O)Nc2c1c(=O)[nH]c(=O)n2CC(C)C (configuration not stated)	-5	-1.3	-2	0	4	0	102	3	1	-17
COc1ccc(-c2cc(C(F)(F)F)nc(N3CCCCC3)n2)cc1OC	-7	-0.1	-3	-3	-21	7	90	x	-7	-16
Fc1ccccc1-c1nnc2ccc3ccccc3n12	-1	0.1	-2	2	-5	0	100	0	4	4
Cc1[nH][nH]c(=O)c1/C=N/N1CCOCC1	-2	2.7	-6	2	-4	-3	109	-2	-12	11
Cc1ccc(NC(=O)CC2CS(=O)(=O)CC2CC(=O)Nc2ccc(C)c(C)c2)cc1C (configuration not stated)	3	-1.8	26	4	0	-5	116	1	6	-12
NS(=O)(=O)c1ccc(NC(=O)COC(=O)CCC2CCCC2)cc1	-9	0.1	7	0	4	-2	106	-1	-4	-20
C/C(=N\NC(=O)CCc1ccccc1)C1C(=O)c2ccccc2C1=O	-5	-0.7	3	-3	6	-4	98	-1	-9	-14
O=C(COC(=O)C1CCN(/C=C/C(=O)C(F)(F)F)CC1)Nc1ccccc1	-3	-1.5	14	-3	7	-1	97	1	-5	-21
Cc1cc(C(=O)NCCc2ccccc2)c2cc(F)ccc2n1	3	-2.3	9	0	6	-1	94	3	0	14
COc1cccc(-c2cc(C(=O)N3CCN(c4ncccn4)CC3)c3ccccc3n2)c1	-11	-2.3	1	4	5	0	99	-3	-2	12
COc1ccc(NC(=O)CN(C)C(=O)C2(c3ccccc3)CCCC2)cc1	6	-0.7	6	-1	10	-3	97	-3	-4	22
CC1CCCN(S(=O)(=O)c2ccc(NC(=O)C3CCN(C(=O)C(C)(C)C)CC3)cc2)C1 (configuration not stated)	-2	-2.6	3	-3	-11	-8	103	-2	4	2
COc1cccc(N2CCN(C3CCCC(C)C3)CC2)c1 (configuration not stated)	-4	1.1	16	1	5	4	104	-1	-1	x
COc1cc(C(=O)NCCN2CCN(C(=O)c3cc(OC)c(OC)c(OC)c3)CC2)cc(OC)c1OC	-10	-2.2	12	-3	0	-5	100	5	-7	-7
COc1ccccc1C(=O)NCCNC(=O)c1ccc(C)nc1	-19	2.8	5	1	-1	5	101	5	-8	9
Cc1sc2ncnc(N[C@@H](CCC(=O)O)C(=O)O)c2c1C	0	-0.5	2	4	-3	2	100	3	-7	-34
CCOC(=O)CC(NC(=O)Cc1cccs1)c1ccccc1Cl (configuration not stated)	1	-1.3	6	-2	0	-5	91	1	-12	-20
COc1ccc(CCNC(=O)COc2cc(O)c3c(c2)OC(C)(C)CC3=O)cc1OC	-7	-1.5	1	-4	-1	2	96	2	5	-12
CC(C)(C)c1ccc(Cn2nnc3c(=O)[nH]c(C4CCN(C(=O)Cc5cccs5)CC4)nc32)cc1	0	2.6	-33	3	-14	0	68*	9	-3	-10
CCOc1ccc(N2C(=O)CC(N3CCN(c4ccccc4OC)CC3)C2=O)cc1 (configuration not stated)	5	-1.2	6	4	1	-1	90	0	1	-8
NC(=O)CSc1nnnn1-c1ccc2c(c1)OCCO2	-12	-1.2	6	2	8	-2	98	1	-11	-5
C#CCOCCOCCOCCNc1nc(N2CCN(C(=O)[C@H](Cc3ccc(O)cc3)n3cc(C(N)CC(C)C)nn3)CC2)nc(N2CCN(C(=O)[C@H](CCC(=O)O)n3cc(C(N)[C@H](C)CC)nn3)CC2)n1 (some centres not stated)	2	-0.2	-2	-5	8	-4	100	1	-9	x
COc1cccc(CNc2nc(SC)ncc2CO)c1	-6	-1.0	3	4	-1	-1	102	-1	1	-13
COc1cccc(-c2nnc(-c3ccc(C(F)(F)F)cc3)o2)c1	-18	5.6	14	5	-2	0	98	0	5	-25
Cc1ccc(NNC(=O)c2cc(C)on2)c(C)c1	6	-1.2	7	0	0	4	96	0	0	-28
CCOC(=O)/C(C#N)=C(C)/C=C1\Sc2ccccc2N1CC	-5	18*	-16	5	-4	9	83	-3	-3	-57
Cc1nnc(SCC(=O)NC23CC4CC(CC(C4)C2)C3)s1	-9	-0.9	-9	1	-1	5	100	1	0	23
CCOc1ccccc1NC(=O)Nc1ccc2c(c1)CCC2	-9	1.3	2	7	-8	-12	103	0	-4	-26
Cc1ccc(C)c(-c2nnc(NC(=O)Cc3ccc(F)cc3)o2)c1	4	3.5	7	-2	12	1	101	5	-12	x
CCN(Cc1ccncc1)C(=O)c1cc(COc2ccc(F)cc2F)on1	-44	-0.1	-1	6	-6	2	97	-2	-3	-11
